# Compound activity from PubChem.
# CHT allo act – human CHT allosteric activation; CHT-expressing cells, membrane potential dye, choline EC20; hits give high values; LV-AA mutant CHT in HEK293 cells; B-score at 10 µM; actives 0.49% (n = 310,000);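 active = initial fluorescence not abnormally high and integrated response B-score, plate-corrected, over 3 SD above library mean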
# Target sequence (Q9GZV3 whole entry, looked up): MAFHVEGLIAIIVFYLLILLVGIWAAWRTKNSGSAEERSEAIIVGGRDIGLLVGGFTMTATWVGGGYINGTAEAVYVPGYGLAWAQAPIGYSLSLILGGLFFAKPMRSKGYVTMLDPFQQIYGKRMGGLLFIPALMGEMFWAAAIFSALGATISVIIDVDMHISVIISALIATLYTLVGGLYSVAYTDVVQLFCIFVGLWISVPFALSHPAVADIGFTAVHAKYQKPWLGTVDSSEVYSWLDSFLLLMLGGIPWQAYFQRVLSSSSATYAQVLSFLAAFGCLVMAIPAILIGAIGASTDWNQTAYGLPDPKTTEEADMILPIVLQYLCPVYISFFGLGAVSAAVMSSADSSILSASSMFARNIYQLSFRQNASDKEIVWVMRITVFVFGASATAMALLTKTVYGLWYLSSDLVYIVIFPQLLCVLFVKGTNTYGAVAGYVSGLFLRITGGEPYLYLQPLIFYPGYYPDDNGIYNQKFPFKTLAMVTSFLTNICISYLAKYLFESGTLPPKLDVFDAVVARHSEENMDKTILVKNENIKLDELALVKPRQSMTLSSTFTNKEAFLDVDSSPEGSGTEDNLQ
# OX1R antagonist – blocks the human orexin 1 receptor | O43613 | CHO/OX1R cells, Fluo-8 calcium fluorescence, orexin A | inhibition, % at 5 µM | actives 0.43% (n = 330,000) | AID 434989;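 active = inhibition above its plate's threshold, mean inhibition of all tested compounds on the plate plus 3 SD, cut at about 37% in these data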;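 also: 0% = orexin A challenge wells and 100% = SB-334867-A antagonist wells; not every result past the cut was called active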
# Target sequence (O43613 whole entry, looked up): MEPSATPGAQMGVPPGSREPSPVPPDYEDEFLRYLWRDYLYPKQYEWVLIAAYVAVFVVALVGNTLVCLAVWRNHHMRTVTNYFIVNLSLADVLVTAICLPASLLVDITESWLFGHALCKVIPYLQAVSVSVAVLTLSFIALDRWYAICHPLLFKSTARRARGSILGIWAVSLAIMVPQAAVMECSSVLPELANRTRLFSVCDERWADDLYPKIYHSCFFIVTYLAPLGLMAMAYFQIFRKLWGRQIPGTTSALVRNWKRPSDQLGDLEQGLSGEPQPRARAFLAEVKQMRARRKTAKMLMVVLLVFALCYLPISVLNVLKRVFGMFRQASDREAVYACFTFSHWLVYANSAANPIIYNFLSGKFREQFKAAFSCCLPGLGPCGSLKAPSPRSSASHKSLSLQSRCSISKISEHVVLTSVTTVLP
# Numbers without * were called inactive; i = inactive; · = not tested or not shown. No enrichment for hits; overall some 0.8% were active at least once.
compound	CHT allo act	OX1R antagonist
COc1ccc(C(=O)OC(C)C(=O)NCC2CCCCC2)cc1S(=O)(=O)N1CCOCC1 (stereo not given)	·	-22.5
O=C(NCc1ccco1)c1nn(-c2ccccc2)c(=O)c2ccccc12	i	-22.9
COc1ccc(-n2nc(C(=O)NCC(=O)NCCCN3CC(C)CC(C)C3)c3ccccc3c2=O)cc1OC (stereo not given)	i	-17.4
O=C(Cn1nc(C(=O)O)c2ccccc2c1=O)Nc1ccc(F)cc1F	i	-20.9
Cc1onc(-c2ccccc2Cl)c1C(=O)N1CCCc2ccccc21	i	-16.5
Cc1ccc(CNC(=O)c2ccc(N3CCC4(CC3)CC(c3ccccc3)=NO4)c(NC(=O)c3cccc(C)c3)c2)cc1	i	-31.1
O=C(NCCC(=O)N(Cc1ccco1)Cc1cccs1)c1ccc(Br)cc1	·	-7.5
CN(C)CCOC(=O)CC12CC3CC(C1)CC(CC(=O)OCCN(C)C)(C3)C2	i	-20.2

# (further entries)
compound	CHT allo act	OX1R antagonist
COc1cccc(Cn2c(NCC(C)C)nc3c2c(=O)n(C)c(=O)n3C)c1	i	-17.5
O=C(CNC(=O)c1ccccc1F)NCc1cccnc1	i	0.2
CN1C(=O)COc2ccc(C(=O)c3ccccc3C(=O)O)cc21	i	-6.5
CCOC(=O)C1CCCN(C(=O)c2cccc(S(=O)(=O)N3CC(C)OC(C)C3)c2)C1 (stereo not given)	i	-9.7
COc1ccc(NC(=O)c2coc(C)c2)cc1	i	0.6
CC(C)(COC(=O)Nc1ccccc1)COC(=O)Nc1ccccc1	i	-3.7
CCn1cc(C(=O)NC2CCCCCC2)c(=O)c2ccc(C)nc21	i	-26.8
COc1cc2c(cc1OC)CN(C(=O)c1ccc(Br)o1)CC2	i	-7.3

# Continued.
compound	CHT allo act	OX1R antagonist
COc1ccc(CC(NC(C)=O)C(=O)NC2CCN(S(=O)(=O)c3cccc4ccccc34)CC2)cc1OC (stereo not given)	i	-23.0
Cc1ccc(S(=O)(=O)N2CCCN(S(=O)(=O)c3ccc4ccccc4c3)CC2)cc1	i	-4.2
O=c1c2cnn(-c3ccccc3)c2nc(-c2cccs2)n1-c1cccc(Cl)c1	i	-24.1
CCCNC(=O)NC(C(=O)OC)C12CC3CC(CC(C3)C1)C2 (stereo not given)	i	-19.2
CCc1c(C(=O)Nc2ccc(OC)c(Cl)c2)[nH]c(C)c1C(C)=O	i	49.5*
COc1ccc(-n2nc(C(=O)NCC(=O)NCC3COc4ccccc4O3)c3ccccc3c2=O)cc1 (stereo not given)	i	0.9
O=C(Nc1ccc(F)c(F)c1)c1ccc(-n2cncn2)c([N+](=O)[O-])c1	·	-4.1
CCN(CC)C(=O)c1ncn(C)c1C(=O)N(CC)CC	·	1.4

# Remaining list, next part
compound	CHT allo act	OX1R antagonist
CC(=O)N1N=C(c2ccccc2)OC1(C)CC(=O)Nc1ccccc1 (stereo not given)	i	-7.5
Cn1ncc2c(=O)[nH]cnc21	i	-12.5
CCOc1ccc(NC(=O)COC(=O)c2cccnc2)cc1	i	-3.8
CCOc1ccccc1NC(=O)Nc1cccc(S(N)(=O)=O)c1	i	1.8
COc1cc(C(=O)N/N=C\c2ccccc2)c([N+](=O)[O-])c(OC)c1OC	i	-4.2
Cc1ccc(NC(=O)CN2C(=O)NC(Cc3c[nH]c4ccccc34)C2=O)cc1 (stereo not given)	·	16.3
CC(C)(C)c1cc(C(=O)N2CCc3ccccc3C2)ccn1	i	-17.8
CC(C)=CCN1CCN(Cc2ccc(N3CCNC3=O)cc2)CC1CCO (stereo not given)	i	-11.9

# Continued:
compound	CHT allo act	OX1R antagonist
COc1cc(/C=C2/SC(=O)NC2=O)ccc1OC(=O)c1ccco1	i	-9.7
CCC(=C/c1sc2ccc3ccccc3c2[n+]1C)/C=C1\Sc2ccc3ccccc3c2N1C	i	17.5
Cc1ccoc1C(=O)NCc1occc1C(=O)O	i	1.0
CN(C)/C=C(\C#N)S(=O)(=O)c1ccc(Cl)cc1	i	-5.3
CCNc1nc(Oc2ccccc2)nc(OC(C)C(=O)OCC)n1 (stereo not given)	i	-12.5
CCS(=O)(=O)N1N=C(c2ccc(NS(C)(=O)=O)cc2)CC1c1ccccc1 (stereo not given)	i	-5.4
CC(Sc1nc2scc(-c3ccccc3)c2c(=O)[nH]1)C(=O)NC(N)=O (stereo not given)	i	-0.1
Cc1c(C(=O)OC(C)C)sc(NC(=O)C2CCCO2)c1C(=O)OC(C)C (stereo not given)	i	-30.0

# (cont.)
compound	CHT allo act	OX1R antagonist
O=C(OC(C(=O)NCc1ccccc1)c1ccccc1F)c1ccco1 (stereo not given)	i	-27.0
CCC(=O)c1c(NC(C)C)cc(C)oc1=O	i	-8.7
CC(=O)Nc1sc(C)c(C)c1C(=O)OCCOc1ccccc1	i	-47.1
Cc1noc(C)c1CSCC(=O)Nc1ccc(S(C)(=O)=O)cc1	·	-0.3
Cc1ccc(NC(=S)Nc2ccc(OC(F)F)c(Cl)c2)cc1F	i	0.3
COc1ccc(C)cc1NC(=O)NCCC1=CCCCC1	i	-25.3
Cc1ccc(C)c(NC(=S)NNC(=O)c2sccc2C)c1	i	-6.3
N#Cc1cc(C#N)c(SCC(=O)NCC2CCCO2)nc1N (stereo not given)	i	-13.5

# Going on with the list:
compound	CHT allo act	OX1R antagonist
O=C(CCc1nnc(-c2ccccc2)o1)c1ccc(Cl)cc1	i	-14.2
CSc1ccccc1C(=O)NCC(c1ccco1)N(C)C (stereo not given)	i	-14.2
CCC(C)N(C(=O)Cn1c(Cl)nc2c1c(=O)n(C)c(=O)n2C)C1CCS(=O)(=O)C1 (stereo not given)	i	3.3
O=C(Nc1ccc(-c2cnco2)cc1)c1ccccc1	i	-16.8
N#CCCN(C(=S)NC(=O)C1CCCCC1)c1ccccc1F	·	-17.3
O=C(Nc1ccc(Br)cc1)c1ccco1	i	-1.1
COC(=O)c1ccccc1NC(=O)C1CCN(C(=O)N2CCOc3ccccc32)CC1	i	-43.8
CCC(C)(C)NC(=O)CN(C(=O)c1csnn1)c1cccc2c1CCCC2	i	-11.5

# (cont.)
compound	CHT allo act	OX1R antagonist
Cc1cccc(N(C(=O)CNC(=O)c2ccco2)C(C(=O)NC2CCCC2)c2ccncc2)c1 (stereo not given)	i	-20.3
CCCOc1ccccc1N/C(=N/c1nc(C)cc(C)n1)NC(=O)Nc1ccc(Cl)cc1	i	-9.3
COc1cc([N+](=O)[O-])c(OC)cc1SCc1n[nH]c(=S)n1-c1ccc(C)cc1	i	-18.4
Cc1ccc2nc3c(cc(C(=O)NCc4ccco4)c(=N)n3C3CCCC3)c(=O)n2c1	i	-27.7
CCOc1ccc(C=NC23CN4CN(CN(C4)C2)C3)cc1	i	-15.6
CCOC(=O)C1(CC2CCCCO2)CCN(Cc2cccnc2)CC1 (stereo not given)	i	-29.5
O=S(=O)(NC1CC1)c1ccc(S(=O)(=O)N2CCCc3ccccc32)cc1	i	81.7*
NC(=O)c1ccc(=O)n(Cc2ccc(F)c(F)c2)c1	i	-11.4

# The listing continues.
compound	CHT allo act	OX1R antagonist
O=C(Nc1ccccc1-c1nnn(CC(=O)N2CCCc3ccccc32)n1)c1cccc(Cl)c1	i	3.8
CCOC(=O)c1ccc(N(C(=O)c2ccco2)C(C(=O)NC2CCCC2)c2ccncc2)cc1 (stereo not given)	i	-27.7
O=C(COC(=O)c1ccc2c(c1)OCCO2)Nc1cccc(S(=O)(=O)N2CCOCC2)c1	i	-49.7
CCOc1ccccc1N(CC(=O)Nc1ccccc1C(=O)N1CCOCC1)S(C)(=O)=O	i	2.5
CN(C)CC(=O)N1c2ccccc2Sc2ccc(Cl)cc21	i	-22.6
O=C(CNC(=O)c1ccc(S(=O)(=O)N2CCCC2)cc1)N/N=C/c1ccccc1	i	-10.7
COCC1CCCCN1C(=O)c1ccc2oc(CCc3ccccc3)nc2c1 (stereo not given)	i	-1.9
O=C(O)CCC(=O)NNC(=O)c1cccc(Br)c1	i	-3.2

# More results follow.
compound	CHT allo act	OX1R antagonist
Cc1csc(=O)n1CCC(=O)O	i	-18.1
COc1ccccc1/C(C)=N/NC(=S)NCc1ccccc1	i	-24.7
CC[N+](C)(CC)CCC(c1ccccc1)C1CCCCC1 (stereo not given)	i	-4.3
N#Cc1c(NC(=O)C2C3C=CC(C3)C2C(=O)O)sc2c1CCCCC2 (stereo not given)	i	-19.5
Cc1cc(Nc2nnnn2-c2ccccc2)n(-c2ccccc2)n1	i	-25.1
O=C(OCc1nc2ccsc2c(=O)[nH]1)c1cc(Br)c(Br)s1	i	-10.2
COC(=O)[C@H](C)NC(=O)Nc1cc(Cl)ccc1C	i	-7.3
COc1ccc(CNC(=O)c2cc(=O)c3ccc(C)c(C)c3o2)cc1	i	-18.8

# In a second layout: four of the compounds above.
compound: COc1cc(C(=O)N/N=C\c2ccccc2)c([N+](=O)[O-])c(OC)c1OC
  CHT allo act: i	OX1R antagonist: -4.2
compound: Cc1ccc(NC(=O)CN2C(=O)NC(Cc3c[nH]c4ccccc34)C2=O)cc1 (stereo not given)
  CHT allo act: ·	OX1R antagonist: 16.3
compound: CC(C)(C)c1cc(C(=O)N2CCc3ccccc3C2)ccn1
  CHT allo act: i	OX1R antagonist: -17.8
compound: CC(C)=CCN1CCN(Cc2ccc(N3CCNC3=O)cc2)CC1CCO (stereo not given)
  CHT allo act: i	OX1R antagonist: -11.9

# The listing continues:
compound	CHT allo act	OX1R antagonist
N#Cc1c2n(c3c(=O)n(Cc4ccc(Cl)cc4)cnc13)CCCCC2	i	-23.5
COc1ccc(-n2cc(CNC(C)c3ccncn3)c(-c3cccc(F)c3)n2)cc1 (stereo not given)	i	-32.4
O=C(N/N=C/c1ccc([N+](=O)[O-])cc1)c1ccc(COc2ccccc2-c2ccccc2)cc1	i	-17.6
CCCCc1nnc(NC(=O)C(=O)OCC)s1	i	4.4
Clc1cccc(Cl)c1-c1nnc2cccc(Cl)n12	i	-12.5
Cc1ccc(C)c(OCCCCn2cnc3ccccc3c2=O)c1	i	-5.2
COc1ccc(-c2c(C)oc3c(CN4CCCCC4C)c(O)ccc3c2=O)cc1 (stereo not given)	i	-32.6
COc1ccc(/C=N/Nc2nc(N3CCCC3)nc(N3CCCC3)n2)c(OC)c1OC	i	-26.7

# Other compounds
compound	CHT allo act	OX1R antagonist
O=C(Nc1ccc(O)cc1C(=O)O)c1ccc2c(c1)C(=O)N(Cc1ccco1)C2=O	i	-1.8
C[C@H](CO)N1C[C@H](C)[C@@H](CN(C)Cc2ccncc2)Oc2c(NS(=O)(=O)c3cccs3)cccc2C1=O	·	-6.4
CCc1ccccc1Nc1nc(-c2cccnc2)cs1	i	-31.0
O=C(NCCc1ccccn1)c1cc(C(=O)C2CCCCC2)c[nH]1	i	-28.9
CC(NC(=O)c1ccccc1F)C(=O)O (stereo not given)	i	-4.3
O=C(COC(=O)c1cc(Br)ccc1O)Nc1ccc2c(c1)OCCO2	i	-5.6
O=C(NC1CCCCC1)C(c1ccccc1)N(C(=O)c1cccs1)c1ccc2c(c1)OCO2 (stereo not given)	i	-0.8
C/C(=N\NC(=O)c1ccccc1N)c1ccc(NC(=O)Cc2ccccc2)cc1	i	·

# Next part:
compound	CHT allo act	OX1R antagonist
Cc1cc(S(=O)(=O)N2CCOCC2)ccc1OCC(=O)Nc1ccccc1C(F)(F)F	i	-2.6
CCOc1ccc(N(Cc2ccccc2F)C2=NC3CS(=O)(=O)CC3S2)cc1 (stereo not given)	i	-25.5
COc1ccc([C@H]2CC(=O)C=C(/C=C/c3ccc(C(F)(F)F)cc3)C2)cc1	·	-9.3
COc1ccc(N2CCN(c3nc(NCCc4ccc(OC)c(OC)c4)nc(OC)n3)CC2)cc1	i	-37.1
COc1ccc(NC(C)=O)cc1NC(=O)CSc1nnc(-c2cccnc2)n1C	i	-9.1
CCc1nnc(NC(=O)CCC(=O)N2CCN(CCc3ccccc3)CC2)s1	i	-19.6
COc1ccccc1NC(=O)CN(c1ccc(C23CC4CC(CC(C4)C2)C3)cc1)S(C)(=O)=O	i	-27.7
O=C(CCc1nc(-c2ccccc2F)no1)NCCc1ccccc1Cl	i	-20.6

# (further entries)
compound	CHT allo act	OX1R antagonist
CCc1nonc1NC(=O)COc1ccc(Cl)c(C)c1	i	-62.2
COc1ccc(S(=O)(=O)N(C)CC(=O)Nc2cccc(C(C)=O)c2)cc1C	i	-5.3
Cc1cc(C)n2nc(CC(=O)NC3CCCC(C)C3C)nc2n1 (stereo not given)	i	-21.1
Cc1ccc(NC(=O)CSc2nnc(-c3cccnc3)n2CCN2CCCCC2)cc1	i	-17.8
CC(C)(C)NC(=O)CN(C(=O)CS(=O)CC(=O)Nc1ccc(F)cc1)c1cccc(F)c1 (stereo not given)	i	-18.9
Cn1cc(S(=O)(=O)Cc2ccc(F)cc2)c2ccccc21	i	-8.1
O=C(NCc1cn(-c2ccccc2)nc1-c1ccccc1)c1ccc([N+](=O)[O-])cc1	i	7.7
COc1ccccc1-c1c(C#N)c(N)nc2c1CCc1ccccc1-2	i	-1.4

# Next part:
compound	CHT allo act	OX1R antagonist
CN(c1ccccc1)S(=O)(=O)c1cccc(NC(=O)Cc2c(F)cccc2Cl)c1	i	11.3
Cc1cc(C)n(CCc2nc(-c3ccc(-c4ccccc4)cc3)cs2)n1	i	-40.2
N#C/C(=C\c1ccccc1Br)C(=O)NC1CC1	i	-14.2
O=C(O)c1ccc(NC(=S)NC(NC(=O)c2ccco2)C(Cl)(Cl)Cl)cc1 (stereo not given)	i	-16.1
CN(/N=C/c1ccc([N+](=O)[O-])o1)c1ccccc1	i	-9.3
O=C(COc1ccccc1)NCC(=O)Nc1cccc(S(=O)(=O)NC2=NCCC2)c1	i	-25.1
CCCCOc1cccc(C(=O)NC(=S)Nc2cccc(C(F)(F)F)c2)c1	i	-12.8
COc1ccc(NC(=O)c2ccc3c(c2)C(=O)N(Cc2ccncc2)C3=O)cc1S(N)(=O)=O	·	-2.0
CCn1c(SCC(=O)Nc2ccc3c(c2)OCO3)nnc1-c1cnccn1	i	-11.9
O=C(NC1CCCCC1)c1ccc(-c2ccccc2F)o1	·	-26.6
